From PubChem BioAssay
S aureus QS inh: S. aureus quorum sensing inhibition; S. aureus RN6390 RNAIII-GFP reporter, AIP-induced, flow cytometry 3 h; inhibition, % at 2 µM; hit rate 0.3% among 24,000; AID 527;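 active = share of bacteria positive for the green fluorescent reporter and its mean brightness both inhibited by 50% or more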;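 also: 0% = AIP-stimulated control and 100% = unstimulated bacteria without AIP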
S aureus QS inh GFP MFI %: further read-out of S aureus QS inh, marked with its call; inhibition, %; measured here: inhibition of GFP MFI
The depositor's hits bear a star.

structure | S aureus QS inh | S aureus QS inh GFP MFI %
CC(C)N(Cc1nc2ccccc2[nH]1)C(C)C | 3.4 | 2.7
Cc1ccc(NC(=O)CC2Oc3ccc(C)cc3NC2=O)cc1 (stereo not drawn) | -2.4 | -11.0
Cc1noc(/C=C/N(C)C)c1S(=O)(=O)N1CCCC(C(=O)NC2CCCCC2)C1 (stereo not drawn) | 0.5 | 15.4
CC(=O)c1c(C)nc(-c2ccc(Cl)cc2)nc1N=CN(C)C | 11.3 | 31.2
OCc1nnn(-c2cccc(C(F)(F)F)c2)c1CO | -2.9 | -6.0
Cn1c(=O)[nH]c(=O)c2c1nc(CN1CCOCC1)n2CCc1ccccc1 | -0.5 | 6.2
Cc1c(C(=O)Nc2ccc3c(c2)OCCO3)sc2nc(-c3ccccc3)cn12 | 1.8 | 11.2
COc1ccccc1N1C(=O)CCC1(C#N)c1ccccc1 (stereo not drawn) | -1.1 | -3.0
O=S1(=O)C=CC(Nc2cccc(Cl)c2)C1 (stereo not drawn) | -0.5 | -17.5
CCCCC(c1nnnn1C1CCCC1)N1CCN(C2CCCCC2)CC1 (stereo not drawn) | 0.1 | -9.7
COc1ccc(C2CCCN2C(=O)Nc2ccc(F)cc2)cc1OC (stereo not drawn) | -5.3 | -38.9
CN(C)c1ccc(CNC2CC(C)(C)NC(C)(C)C2)cc1 | 1.0 | 5.5
COc1ccc(OC)c(CNC(=O)C2CCCN(C(=O)N(C)C)C2)c1 (stereo not drawn) | -2.3 | -5.4
CC1NC2(C(=O)N(Cc3ccccc3)c3ccccc32)C2C(=O)N(c3ccccc3)C(=O)C12 (stereo not drawn) | 0.0 | 4.7
COC(=O)C1C(=O)C2=C(CC1C)NC(=O)CC2c1ccc(O)c(OC)c1 (stereo not drawn) | 0.8 | 6.1

Overlap with the part before: 2 entries, then new ones.
structure | S aureus QS inh | S aureus QS inh GFP MFI %
CC1NC2(C(=O)N(Cc3ccccc3)c3ccccc32)C2C(=O)N(c3ccccc3)C(=O)C12 (stereo not drawn) | 0.0 | 4.7
COC(=O)C1C(=O)C2=C(CC1C)NC(=O)CC2c1ccc(O)c(OC)c1 (stereo not drawn) | 0.8 | 6.1
CCOC(=O)N1CCC(n2c(=S)[nH]c3cc(OC)c(OC)cc3c2=O)CC1 | -2.5 | -32.1
COc1ccc(-c2noc(N3CCC(C(=O)N4CCN(c5ccccn5)CC4)CC3)n2)cc1 | 8.1 | 33.0
Cc1ccc2c(c1)C(N1CCCC1=O)CC(c1ccco1)N2 (stereo not drawn) | -0.9 | 10.0
CC(C)OCCCn1c(=S)[nH]c2cc3c(cc2c1=O)OCO3 | -1.0 | -0.4
CCOc1ccccc1CNC(=O)C1CCN(C(=O)c2sccc2-n2cccc2)CC1 | -1.2 | -30.5
Cc1cc(N2CCN(C(c3ccccc3)c3ccc(Cl)cc3)CC2)n2ncnc2n1 (stereo not drawn) | -0.2 | 0.4
O=C(CN1CCN(Cc2ccc(F)cc2Cl)C1=O)NCCCN1CCOCC1 | 0.1 | 2.5
O=C(NCC1CCCO1)C1c2ccccc2C(=O)N1Cc1ccc2c(c1)OCO2 (stereo not drawn) | -0.8 | -18.3
Cn1c(C(=O)NC2CCCC2)cc2c(=O)n(C)c3ccccc3c21 | -1.2 | -0.3
Cc1nc2cc(C(=O)O)ccc2n1-c1ccccc1 | 6.2 | 12.7
Cc1cc(NC(=O)c2ccc(S(=O)(=O)N(C)C)cc2)no1 | 0.8 | 8.7
COc1cc2c(cc1OC)C(c1ccco1)CC(=O)N2 (stereo not drawn) | -5.2 | -15.3
Cc1ccc(CCNC(=O)C2CCCN(C(=O)c3cc4sccc4n3C)C2)cc1 (stereo not drawn) | 21.3 | 25.9
C#CCNc1c(C)c(C)nc2ncnn12 | -0.4 | 3.2
CC(C)COC(=O)C1[C@H]2C(=O)N(Cc3cccs3)C[C@]23C=C[C@H]1O3 (stereo partly drawn) | -1.5 | -29.4
Cc1ccc(CCNC(=O)Cn2cccc2)cc1 | -2.6 | -28.1
O=C(Cn1c(=O)oc2cc(S(=O)(=O)N3CCCC3)ccc21)NCc1ccccn1 | 2.8 | 12.1
CCOC(=O)N1CCC(NC(=O)c2ccc(CS(=O)(=O)c3ccccc3C)o2)CC1 | 0.6 | 23.0
Cc1cc(C)cc(N2C(=O)CC(N3CCOCC3)C2=O)c1 (stereo not drawn) | 1.8 | 31.2
O=S(=O)(c1ccc2c(c1)OCCO2)N1CCN(Cc2ccc3c(c2)OCO3)CC1 | -8.5 | -33.0
CCn1ncc(Br)c1C(=O)Nc1cc(C(=O)OC)ccc1C(=O)OC | 0.0 | 27.0
CCOC(=O)N1CCC(NC(=O)c2cccc3c2C(=O)N(Cc2cccnc2)C3)CC1 | -1.1 | -4.6
COc1ccc(CN2CCN(C(=O)C3CC(=O)N(C4CCCCCC4)C3)CC2)c(OC)c1OC (stereo not drawn) | 1.7 | 5.2
CN(c1ccccc1)S(=O)(=O)c1ccc(C(=O)OCC(=O)N2CCOCC2)cc1 | -0.4 | -17.7
O=C(NCc1ccc2c(c1)OCO2)c1ccc(CS(=O)(=O)c2ccc(Br)cc2)o1 | -0.2 | -0.1
O=C(CCCNS(=O)(=O)c1cccc2nsnc12)NC1CCCCC1 | -5.6 | -10.9
Cc1ccc(C(=O)Nc2nccs2)cc1S(=O)(=O)N1CCCCC1 | 2.8 | 8.6
O=C(Cn1nc(Cc2ccncc2)c2ccccc2c1=O)N1CCN(C(=O)c2ccco2)CC1 | -2.5 | -2.7
Cn1cccc1Cc1nnc(SCC(=O)NC2CCCCC2)n1CCc1ccccc1 | -1.9 | -6.0
Nc1ccc2oc(CCc3ccccc3)nc2c1 | 2.4 | 11.4
COc1ccc(CCNC(=O)c2ccc3c(=O)n(Cc4ccco4)c(=S)[nH]c3c2)cc1OC | 3.4 | 8.2
O=C(Nc1ccc2nn(-c3ccccc3)nc2c1)c1ccc(Br)o1 | -1.2 | -5.5
Cc1ccc(CNC(=O)Nc2cccs2)cc1 | -0.7 | 1.3
Cc1ccc(NC(=O)C2CCCN(S(=O)(=O)c3cnc[nH]3)C2)cc1F (stereo not drawn) | -1.2 | 0.4
COCCn1c(COc2ccc(C)cc2)nc2ccccc21 | -0.2 | -14.2
COC(=O)c1[nH]c2ccc(C)cc2c1NC(=O)CN1CCC(C)CC1 | -1.1 | -2.9
COc1cccc(-n2c(SCC(=O)NC3CCCCC3)nc3n[nH]c(C)c3c2=N)c1 | 0.4 | 7.9
O=C(CSc1nnc(-c2ccccc2)c(-c2ccccc2)n1)N1CCOCC1 | -0.4 | 10.2
CCCn1c(=N)n(CC(=O)c2cccs2)c2ccccc21 | 1.5 | 10.4
COc1ccc(CN2CC(C(=O)NCCCN3CCN(C)CC3)CC2=O)cc1 (stereo not drawn) | -0.6 | 15.6
CCOC(=O)c1cc2c(=O)n3ccccc3nc2n(CCCOC)c1=NC(=O)C(C)(C)C | -1.1 | -9.0
Cc1cc(C(C)(C)C)c(O)c(C)c1CC1=NCCN1 | -2.0 | -6.9
CC(=O)Nc1ccc(NC(=O)Cn2cc3c(n2)CCC(C)C3)cc1 (stereo not drawn) | -2.6 | -24.0
CCOC(=O)N1CCN(C(=O)Cn2cc3c(n2)CCCC3)CC1 | -5.2 | -29.2
Cc1cccc(CCNC(=O)C2CCC(CNc3c(N4CCCC4)c(=O)c3=O)CC2)c1 (stereo not drawn) | 0.2 | 12.5
Cc1cccc(-n2nnc(C(=O)NCc3ccccn3)c2N)c1 | -2.7 | -4.8
O=C(COc1ccc(Cl)cc1)Nc1nc(-c2cccs2)cs1 | 9.1 | 21.6
COc1ccccc1N1CCN(C(=O)c2ccc(CS(=O)(=O)c3ccccc3OC)o2)CC1 | -2.0 | -9.1
CN(C)CCNC(=O)Cc1c(C(=O)O)n(C)c2ccccc12 | -0.5 | 5.1
COc1ccc2cc(C(c3nnnn3C3CCCCC3)N3CCCCCC3)c3nnnn3c2c1 (stereo not drawn) | 3.1 | 3.5
Cc1cc(S(=O)(=O)N2CCN(c3ncccn3)CC2)ccc1-n1cnnn1 | -0.3 | 4.6
Cn1cccc1Cc1nnc(SCC(=O)NCC2CCCO2)n1CCc1ccccc1 (stereo not drawn) | -0.4 | 14.9
CCn1cc(C(=O)NCC2CCCO2)c(=O)c2cc(S(=O)(=O)N(C)C)ccc21 (stereo not drawn) | 0.8 | 4.2
CCCC(O)(CCN(C)C)c1ccc(OC)cc1 (stereo not drawn) | 1.9 | 6.3
COc1cccc2cc3c(=O)n(-c4ccccc4)nc-3oc12 | -3.6 | -8.9
COc1ccccc1CN1CC(C(=O)NCC2CCCO2)CC1=O (stereo not drawn) | 1.3 | 9.6
CC(=O)Nc1nonc1NC(=O)CSc1ccccn1 | -7.5 | -16.2
O=C(c1ccccc1Oc1nnnn1-c1ccccc1)N1CCOCC1 | 0.2 | 0.7
CCC(C)(C(=O)NC1CCCC1)N(Cc1ccco1)C(=O)c1ccccn1 (stereo not drawn) | 2.7 | 21.4
CC(=O)NCCn1c(SCC(=O)OCc2ccccc2)nc2ccccc2c1=O | -1.6 | -4.9

Going on with the list.
structure | S aureus QS inh | S aureus QS inh GFP MFI %
CCC(C)(C(=O)NC1CCCC1)N(C(=O)c1cnccn1)c1c(C)n(C)n(-c2ccccc2)c1=O (stereo not drawn) | 0.0 | 3.1
CN(C(=O)C(Cl)Cl)c1ccc(OC(=O)c2ccco2)cc1 | -5.2 | -8.9
O=c1/c(=C/c2cccc3ccccc23)sc2ncnn12 | -2.9 | -15.1
CCc1cccc(NC(=O)Nc2cccs2)c1 | 4.7 | 8.6
C=CCNC(=O)C1CC(c2cccc(OC)c2)=NO1 (stereo not drawn) | -1.3 | -4.4
COc1cccc(NC(=O)CSc2nc3n[nH]c(C)c3c(=N)n2-c2cccc(OC)c2)c1 | -8.7 | -14.3
Cc1noc(C)c1S(=O)(=O)N1CCCC(C(=O)NCCC2=CCCCC2)C1 (stereo not drawn) | -0.3 | -16.7
COCCN1Cc2cccc(C(=O)Nc3c(C)cc(C)cc3C)c2C1=O | -6.1 | -14.6
CC(=O)/C(C[N+]1(C)CCCCC1)=N\O | -1.6 | -0.1
O=C1CC(C(=O)N2CCN(c3ccc(F)cc3)CC2)CN1CCc1ccccc1 (stereo not drawn) | -3.3 | -27.4
COc1ccccc1N1CCN(c2cc(=O)n(-c3ccc(Br)cc3)c(=O)[nH]2)CC1 | 4.7 | 18.3
COc1ccc(CN2CC(C(=O)NCCC3=CCCCC3)CC2=O)cc1 (stereo not drawn) | -0.5 | 9.2
Cc1ccc(NC(=O)c2ccco2)c(NC(=O)c2cccs2)c1 | 3.7 | -1.0
COC(=O)c1cc(-c2c(C)nn(-c3ccccc3)c2C)n[nH]1 | -0.8 | -11.9
Cc1ccc(C(=O)CC2(O)C(=O)N(CN3CCOCC3)c3ccccc32)cc1 (stereo not drawn) | 0.1 | 7.3
CCOc1ccc(C2N(c3ccc(Cl)cc3)C(=O)C3CCCN32)cc1OC (stereo not drawn) | -3.0 | 3.1
COc1ccc(N(C)S(=O)(=O)c2c(C)[nH]c(=O)[nH]c2=O)cc1 | -0.6 | -11.5
O=C(c1cc2c(s1)-c1ccccc1OC2)N1CCCC1 | -6.6 | -8.0
Cc1cc(NC(=O)c2cccc(S(=O)(=O)N3CC(c4ccccc4)CC3=O)c2)no1 (stereo not drawn) | 1.6 | 31.0
C/C(=C\C(=O)c1ccc(F)cc1)Nc1ccc(N2CCOCC2)cc1 | -0.1 | 20.6
O=P(O)(CCc1ccccc1)CN1CCCCC1 | 0.4 | 14.4
COc1ccc(Cn2nnnc2CN2CCOCC2)cc1 | -1.6 | -1.8
COC(=O)C(Cc1ccccc1)NC(=O)CSc1nc(N)cc(=O)[nH]1 (stereo not drawn) | -2.9 | -6.7
O=C(Nc1ccccc1)C1=C(O)CC(c2ccco2)CC1=Nc1ccccc1 (stereo not drawn) | 8.7 | -11.2
COC(=O)C1(C)NC(c2ccco2)C2C(=O)N(c3ccc(C)cc3)C(=O)C21 (stereo not drawn) | 0.1 | 16.6
Nc1nonc1-n1nnc(C(=O)c2ccccc2)c1-c1ccccc1 | -1.0 | 1.4
COc1ccccc1NC(=O)N1CCN(c2ccccc2F)CC1 | 0.2 | 5.6
O=C(NC1CC1)c1c[nH]c2ccc(S(=O)(=O)Nc3cccc(C(F)(F)F)c3)cc2c1=O | 2.3 | 9.6
O=C(NCc1ccccn1)c1cnc2sccn2c1=O | -2.9 | -6.1
CCC(Sc1nc(=O)cc(N)n1CCc1ccccc1)C(=O)Nc1ccccc1C#N (stereo not drawn) | 0.7 | -5.3
COc1ccc(OC)c(S(=O)(=O)Nc2ccc(O)c3ccccc23)c1 | 0.6 | 16.8
CC(=O)c1ccc(NC(=O)C2CCCN2S(=O)(=O)c2cccc3cccnc23)cc1 (stereo not drawn) | -1.7 | -8.5
O=C(C1CCC(CNS(=O)(=O)c2cccc3cccnc23)CC1)N1CCCC1 (stereo not drawn) | -2.0 | -6.8
C=CCS/C(=N\n1cnc2ccccc2c1=O)N1CCCCC1 | -1.1 | -3.3
CCc1ccc(OC(=O)c2ccn(CC)n2)cc1 | -1.1 | -2.4
CCOC(=O)CCc1c(C)c2c(C)nn(-c3ccccc3)c2[nH]c1=O | 2.8 | 8.9
CCCOc1ccc(C2C(C(=O)OC)=CN(CCOC)C=C2C(=O)OC)cc1 | 0.5 | 0.3
COc1cc(NC(=O)c2cc(-n3cnnc3)ccc2Cl)cc(OC)c1 | -0.4 | -34.5
S=c1[nH]nc(-c2ccc3ccccc3n2)o1 | -2.5 | -7.0
COc1ccccc1N1CCN(C(=O)c2ccc3c(=O)n(Cc4ccco4)c(=S)[nH]c3c2)CC1 | 32.7 | 74.3
CCOc1ccc(-c2nc(CSCC(=O)N3CCN(c4cccc(OC)c4)CC3)c(C)o2)cc1 | 1.7 | 31.1
CCOC(=O)c1nnn(-c2nc(OC)nc(N(C)C)n2)c1-c1ccccc1 | -2.1 | -3.7
CC(C)CC(OC(=O)c1cccs1)C(=O)NCc1ccco1 (stereo not drawn) | 2.0 | 11.3

By substructure: the entries above containing a CF3 group.
structure | S aureus QS inh | S aureus QS inh GFP MFI %
OCc1nnn(-c2cccc(C(F)(F)F)c2)c1CO | -2.9 | -6.0
O=C(NC1CC1)c1c[nH]c2ccc(S(=O)(=O)Nc3cccc(C(F)(F)F)c3)cc2c1=O | 2.3 | 9.6

An excerpt, so the mix of outcomes need not match the whole.
